NF-kB expr up – raises NF-kB expression in human neuronal cells. NF-kB reporter expression; stronger effect = higher value. fold change at 12.5 µM. 1.6% of 190,000 active; in the data active means fold change above about 3.3
FLuc stim CS – affects firefly luciferase, flagging false hits in luciferase stimulation screens; ATPlite luciferase biochemical, luminescence, 10 min; 0 = ATP-free wells, 1 = DMSO control; activation factor at 10 µM; 200,000 tested, under 10 active;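 active means luciferase activation factor, scaled between plate controls, of at least 2 with compound at 10 µM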
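Material: luciferase plus luciferin reagent, cell-free. Medium: PBS buffer for ATP. Also added: ATP substrate, dispensed from a 10.24 µM working solution in PBS. Doses: test compounds dosed from 2 mM stocks in 100% DMSO. Incubation: 10 min post-reagent at room temperature. Technique: light output (luminescence). Read-out basis: luminescence gain marking luciferase activators.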
Diaph act CS – counter-screen for diaphorase-based assays: diaphorase activators and chemical reducers. AID 1229. 0.005% of 190,000 active. Diaphorase/resazurin coupled assay, resorufin fluorescence, 16 min; stronger effect = higher value; 1 = vehicle wells, 0 = NADH-free wells. activation factor at 20 µM;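 active means diaphorase activity raised at least twofold by the compound at 20 µM; inactive means activation factor below 2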
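Assay system: Purified diaphorase enzyme from Clostridium kluyveri | Amount: Enzyme 0.07 U/mL final | Dosing: Compound 20 µM once, DMSO 1% | Timing: 16 min reaction at room temperature | Detection: Fluorescence, excitation 544 nm and emission 590 nm | Evaluation: Higher resorufin formation from activation or reduction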
APP transl inh – APP translation inhibition. SH-SY5Y APP 5'UTR-luciferase reporter, luminescence. AID 1285. 0.82% of 190,000 active. inhibition, % at 2 µM;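 active means inhibition above a set limit, derived from the sample mean plus 3 SD, cut at about 45% in these data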; further: values of inactives mirror those of a sister screen read the other way
G6PDH CS – inhibits Leuconostoc G6PDH, flagging false hits in G6PDH-based assays; 0.12% of 200,000 active; Purified L. mesenteroides G6PDH, diaphorase/resazurin coupled fluorescence, 45 min; inhibition, % at 5 µM; in the data active means inhibition above about 50%
FLuc inh counter – counter-screen for luciferase assay inhibitors: firefly luciferase inhibition; ATPLite firefly luciferase biochemical luminescence, 10 min; inhibition, % at 10 µM; 1.5% of 200,000 active; AID 1006;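 active means inhibition above about 50% when tested at 10 µM, limit read from the data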
TLR4 MyD88 comp – TLR4-MyD88 interaction inhibition in cells; HeLa CL3-4 TLR4/MyD88 BLA complementation, FRET ratio; 0.18% of 200,000 active; AID 861; inhibition, % at 8.4 µM; in the data active means inhibition above about 25%;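 further: 0% = vehicle and 100% = reference inhibitor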
Target sequence (O00206 whole entry, looked up): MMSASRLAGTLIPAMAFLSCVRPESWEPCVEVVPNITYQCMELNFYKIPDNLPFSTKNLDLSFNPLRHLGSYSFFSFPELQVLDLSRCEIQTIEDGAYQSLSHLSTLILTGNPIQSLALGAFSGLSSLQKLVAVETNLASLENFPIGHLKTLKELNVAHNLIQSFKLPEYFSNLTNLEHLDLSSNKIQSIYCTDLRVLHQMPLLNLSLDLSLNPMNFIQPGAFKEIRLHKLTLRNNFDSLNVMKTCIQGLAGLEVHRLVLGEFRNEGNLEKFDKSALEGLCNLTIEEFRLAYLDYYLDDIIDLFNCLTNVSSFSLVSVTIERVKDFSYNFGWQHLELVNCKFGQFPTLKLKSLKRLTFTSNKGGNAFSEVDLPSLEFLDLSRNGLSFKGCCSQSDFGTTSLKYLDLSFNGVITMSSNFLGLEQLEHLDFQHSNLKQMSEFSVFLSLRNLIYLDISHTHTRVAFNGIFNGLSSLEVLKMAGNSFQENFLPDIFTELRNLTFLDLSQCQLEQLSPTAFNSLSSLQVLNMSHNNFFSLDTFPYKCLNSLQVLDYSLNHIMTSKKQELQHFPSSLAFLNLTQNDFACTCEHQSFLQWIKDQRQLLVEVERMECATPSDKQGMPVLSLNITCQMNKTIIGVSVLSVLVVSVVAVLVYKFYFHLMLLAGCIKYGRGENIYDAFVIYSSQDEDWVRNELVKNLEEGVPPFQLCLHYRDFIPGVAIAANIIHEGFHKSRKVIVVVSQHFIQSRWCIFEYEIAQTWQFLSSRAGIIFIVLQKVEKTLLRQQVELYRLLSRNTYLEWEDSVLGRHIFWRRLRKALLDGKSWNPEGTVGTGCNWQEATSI
Target sequence (Q99836 whole entry, looked up): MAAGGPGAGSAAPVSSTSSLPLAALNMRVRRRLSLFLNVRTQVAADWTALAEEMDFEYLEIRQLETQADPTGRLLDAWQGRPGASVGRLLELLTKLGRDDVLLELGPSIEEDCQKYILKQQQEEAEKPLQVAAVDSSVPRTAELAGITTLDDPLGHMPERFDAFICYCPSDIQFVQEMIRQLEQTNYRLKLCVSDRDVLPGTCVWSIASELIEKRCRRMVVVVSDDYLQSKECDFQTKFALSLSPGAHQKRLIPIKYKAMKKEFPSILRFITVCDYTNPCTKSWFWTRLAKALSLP
STAT1 act – activators of IFN-gamma induced STAT1 signaling; activation (% of control), % at 5.5 µM; NIH 3T3 STAT1-luciferase reporter, luminescence; 100% = IFN-gamma alone, no compound; AID 932; 2.6% of 200,000 active;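 active means activation above the screen-wide mean activation plus 3 SD, cut at about 130% in these data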;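 further: raw ratio to IFN-gamma control signal so 100% means no change and 0% no light; values of inactives mirror those of a sister screen read the other way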
Diaphorase inh – inhibits diaphorase or chemically oxidizes, flagging diaphorase assay artifacts | diaphorase resazurin-to-resorufin fluorescence, NADH, 16 min; bacterial (C. kluyveri) enzyme, not human | inhibition, % at 20 µM | 0.69% of 190,000 active;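 active means primary screen inhibition at 20 µM above a set limit, cut at about 50% in these data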;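 further: plate controls were DMSO with full reaction for no effect and wells lacking NADH for full effect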
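System: Bacterial diaphorase enzyme (C. kluyveri) | Incubation: 16-min room-temperature incubation before reading | Benchmarks: No-NADH positive control and DMSO neutral control | Measured by: Resorufin fluorescence 544/590 nm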
APP 5'UTR act – activates APP 5'UTR luciferase reporter; activation, % at 2 µM; 1% of 190,000 active; SH-SY5Y APP 5'UTR luciferase reporter, luminescence; zero percent = DMSO vehicle wells;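 active means activation above a set limit, based on mean plus 3 SD of controls, cut at about 140% in these data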; further: values of inactives mirror those of a sister screen read the other way
The depositor's hits bear a star; . = not tested or not shown.

SMILES | NF-kB expr up | FLuc stim CS | Diaph act CS | APP transl inh | G6PDH CS | FLuc inh counter | TLR4 MyD88 comp | STAT1 act | Diaphorase inh | APP 5'UTR act
CCOC(=O)c1ccc(NC(=S)N(CCCN(CC)CC)Cc2ccco2)cc1 | 1.1 | 1.1 | 0.8 | 1 | -5 | -10 | -5 | 101 | 15 | -1
O=C(Nc1ccccn1)C1CCN(S(=O)(=O)c2cccs2)CC1 | 0.83 | 1.1 | 0.9 | -14 | 4 | -11 | -8 | 105 | 15 | 14
O=C1C=C(c2ccccc2)C[C@H](c2cccs2)[C@H]1n1cnc([N+](=O)[O-])c1 | 0.9 | 1 | 1 | -3 | -3 | -4 | 1 | 96 | 0 | 3
O=C(CCNc1n[nH]c(=O)[nH]c1=O)N1CCOCC1 | 1.1 | 1 | 0.9 | 10 | 5 | -3 | -10 | 97 | 14 | -11
CC(C)(C)C(=O)Nc1sc2c(c1C#N)CCCCC2 | 0.93 | 1 | 1.1 | -37 | 4 | -2 | 3 | 104 | -7 | 37
COc1ccccc1NC(=O)N(Cc1ccccc1)c1ccccn1 | 1.2 | 1 | 0.8 | -6 | -16 | -2 | -5 | 105 | 25 | 6
CC(=O)Nc1ccc(N2C(=O)CSC2c2ccc(F)cc2)cc1 (stereo unspecified) | 1 | 1.1 | 0.9 | -7 | 2 | -7 | -2 | 96 | 12 | 7
OC(COCc1ccc(Cl)cc1)CN1CCN(c2ccccn2)CC1 (stereo unspecified) | 0.99 | 1 | 0.9 | 0 | -1 | 0 | -7 | 99 | 10 | 0
Cc1[nH]n(-c2ccccc2)c(=O)c1/C=N/N(c1ccccc1)c1ccccc1 | 1 | 1 | 0.8 | -12 | 16 | -2 | 8 | 101 | 16 | 12
CC(=O)Oc1ccc(CCC(C)OC(C)=O)cc1 (stereo unspecified) | 1 | 1 | 1 | 12 | -8 | -2 | -13 | 107 | 2 | -11
CCc1cccc(C)c1NC(=O)COC(=O)c1c2c(nc3ccccc13)/C(=C\c1cccs1)CCC2 | 1.6 | 1 | 0.9 | -3 | 3 | -2 | -10 | 96 | 10 | 3
CCOc1ccc(C(=O)Nc2cc(C)ccn2)cc1 | 3.7* | 0 | 0.9 | -186 | -3 | 97* | 13 | 30 | 6 | 186*
CCOC(=O)CC1Sc2ccccc2NC1=O (stereo unspecified) | 1.9 | 1 | 1.1 | -10 | -2 | 2 | -4 | 102 | -6 | 10
CCOc1cc(C2C3=C(CCCC3=O)Nc3nc(C(=O)OC)nn32)ccc1OC (stereo unspecified) | 1.4 | 1 | 1.1 | -30 | 2 | 2 | 5 | 104 | -6 | 30
CC1Cc2cc(-c3csc(NC(=O)Cc4ccccc4)n3)ccc2N1S(C)(=O)=O (stereo unspecified) | 0.5 | 1 | 0.9 | -1 | 3 | -1 | -1 | 97 | 6 | 1
CCCCOc1ccc(CSCCN=C(N)N)cc1 | 0.87 | 0.9 | 0.9 | -41 | 14 | 13 | 2 | 83 | 10 | 41
C#CCn1c(C)cc(C)c(S(=O)(=O)c2ccccc2)c1=O | 2.1 | 1 | 0.7 | -8 | 12 | -4 | -4 | 121 | 25 | 7
O=C(CCSCc1ccccc1F)NCc1cccs1 | 1 | 1.1 | 1.1 | 9 | 10 | -7 | 7 | 107 | -8 | -9
Cc1ccc2nc(SC(C)C(=O)N3CC(C)OC(C)C3)[nH]c2c1 (stereo unspecified) | 1.2 | 1 | 0.9 | -20 | 5 | 4 | -5 | 101 | 11 | 21
Cc1ccc(Nc2nc(C(=O)NCCCN3CCOCC3)cs2)cc1 | 0.89 | 1 | 0.9 | -2 | 5 | -2 | 1 | 96 | 12 | 2
CC(/C=C/C=C/c1ccccc1)=N\NC(=O)c1cccnc1 | 1.1 | 1 | 0.8 | 9 | 5 | -1 | -4 | 99 | 19 | -9
CCOc1ccccc1N1CCN(CC(=O)c2c(N)n(C)c(=O)n(C)c2=O)CC1 | 1.1 | 1 | 1.1 | 24 | 5 | -1 | 5 | 96 | -11 | -25
CC(=O)Oc1ccccc1C(=O)Oc1ccc(/C=N/n2cnnc2)cc1 | 1.1 | 1.1 | 0.9 | 9 | 0 | -7 | 9 | 99 | 8 | -9
O=[N+]([O-])c1ccc(F)c(N=Cc2ccc(Br)s2)c1 | 1.2 | 1 | 0.9 | -36 | 13 | 1 | 6 | 95 | 9 | 36

A draw from above in order of molar mass, smallest number first:
SMILES | NF-kB expr up | FLuc stim CS | Diaph act CS | APP transl inh | G6PDH CS | FLuc inh counter | TLR4 MyD88 comp | STAT1 act | Diaphorase inh | APP 5'UTR act
CCOC(=O)CC1Sc2ccccc2NC1=O (stereo unspecified) | 1.9 | 1 | 1.1 | -10 | -2 | 2 | -4 | 102 | -6 | 10
CCCCOc1ccc(CSCCN=C(N)N)cc1 | 0.87 | 0.9 | 0.9 | -41 | 14 | 13 | 2 | 83 | 10 | 41
C#CCn1c(C)cc(C)c(S(=O)(=O)c2ccccc2)c1=O | 2.1 | 1 | 0.7 | -8 | 12 | -4 | -4 | 121 | 25 | 7
O=C(CCSCc1ccccc1F)NCc1cccs1 | 1 | 1.1 | 1.1 | 9 | 10 | -7 | 7 | 107 | -8 | -9
O=[N+]([O-])c1ccc(F)c(N=Cc2ccc(Br)s2)c1 | 1.2 | 1 | 0.9 | -36 | 13 | 1 | 6 | 95 | 9 | 36
Cc1ccc2nc(SC(C)C(=O)N3CC(C)OC(C)C3)[nH]c2c1 (stereo unspecified) | 1.2 | 1 | 0.9 | -20 | 5 | 4 | -5 | 101 | 11 | 21
Cc1ccc(Nc2nc(C(=O)NCCCN3CCOCC3)cs2)cc1 | 0.89 | 1 | 0.9 | -2 | 5 | -2 | 1 | 96 | 12 | 2
CCOc1cc(C2C3=C(CCCC3=O)Nc3nc(C(=O)OC)nn32)ccc1OC (stereo unspecified) | 1.4 | 1 | 1.1 | -30 | 2 | 2 | 5 | 104 | -6 | 30
CCOc1ccccc1N1CCN(CC(=O)c2c(N)n(C)c(=O)n(C)c2=O)CC1 | 1.1 | 1 | 1.1 | 24 | 5 | -1 | 5 | 96 | -11 | -25

(list continues)
SMILES | NF-kB expr up | FLuc stim CS | Diaph act CS | APP transl inh | G6PDH CS | FLuc inh counter | TLR4 MyD88 comp | STAT1 act | Diaphorase inh | APP 5'UTR act
CNC(=S)N(CCc1c(C)[nH]c2ccc(C)cc12)Cc1cccs1 | 1.5 | 1.1 | 0.9 | -8 | -4 | -6 | -9 | 102 | 13 | 8
CC(Oc1ccccc1)C(=O)Nc1oc(-c2ccco2)c(-c2ccco2)c1C#N (stereo unspecified) | 0.92 | 1.1 | 0.7 | 12 | -21 | -6 | -7 | 97 | 26 | -12
CC(C)c1ccc(NC(=O)C2CCCCC2C(=O)O)cc1 (stereo unspecified) | 1.4 | 1 | 0.9 | 17 | -13 | 0 | -6 | 99 | 14 | -17
Cc1ccccc1C(=O)N=c1sccn1C | 1.2 | 1 | 0.9 | -12 | 1 | -1 | 4 | 97 | 10 | 12
C/C=C/C(=O)OCC(=O)Nc1ccc(SC(F)F)cc1 | 1 | 0.8 | 0.9 | 14 | 2 | 17 | -8 | 98 | 6 | -14
CCCCC(=O)NCCc1ccc(S(N)(=O)=O)cc1 | 1.4 | 1 | 0.9 | 13 | 0 | -4 | -5 | 103 | 8 | -13
CCOC(=O)CN/C=C(\C#N)c1ccc(F)cc1 | 1.1 | 1 | 1 | -29 | 15 | 1 | 12 | 97 | 3 | 29
O=C(NC(NNc1ccc([N+](=O)[O-])cc1)(C(F)(F)F)C(F)(F)F)c1ccc(F)cc1 | 1 | 1.1 | 0.7 | 8 | -3 | -6 | -2 | 93 | 33 | -8
CCN1CCN(c2ncc(C(=O)N3CCN(c4ccccc4OC)CC3)c3ccccc23)CC1 | . | . | . | -9 | . | . | -1 | 94 | . | 9
Cc1cc(C)n(C(=O)CCC(=O)Nc2ccc(C)c(C)c2)n1 | 1 | 1.1 | 0.9 | 0 | -5 | -5 | -10 | 101 | 13 | 0
CCOC(=O)c1cnc(SCC(=O)Nc2cc(OC)ccc2OC)nc1N | 0.91 | 1 | 0.9 | 5 | 11 | -3 | 8 | 90 | 14 | -5
CC1=C(C(N)=O)C(c2cccc(O)c2)n2nc(CCCO)nc2N1 (stereo unspecified) | 1.1 | 1 | 1 | 4 | 3 | 1 | -2 | 93 | 3 | -4
COC(=O)c1sc(NC(=O)c2csc3c2CCCC3)nc1C | 4.9* | 0.8 | 0.9 | -95 | -56 | 18 | -6 | 149* | 13 | 95
CCc1c(C)nc2[nH]nc(NC(=O)C(F)(F)F)n2c1=O | 1.2 | 1 | 0.8 | -13 | 6 | -4 | 3 | 108 | 16 | 13
CC(OC(=O)c1oc2ccccc2c1COc1ccccc1)C(N)=O (stereo unspecified) | 1.2 | 1 | 1.1 | -21 | 9 | -2 | 4 | 111 | -7 | 21
Cc1onc(COc2ccccc2O)c1Br | 0.94 | 1.1 | 0.9 | -7 | 2 | -9 | 9 | 95 | 12 | 7
CCc1ccc(N2CC34C=CC(O3)C(C(=O)OC(C)C)C4C2=O)cc1 (stereo unspecified) | 1.5 | 1 | 0.8 | -18 | -1 | -4 | -3 | 102 | 22 | 18
CC(=O)c1ccc(NC(=O)CC(NCCC2=CCCCC2)C(=O)O)cc1 (stereo unspecified) | 1.1 | 1.1 | 0.9 | 2 | -2 | -6 | -1 | 92 | 7 | -2
Cc1ccc(/C=C/C(=O)Nn2cnnc2)cc1 | 0.96 | 0.6 | 0.9 | -16 | -2 | 41 | -6 | 95 | 6 | 16
Cc1cc(C)c2[nH]c(=O)c(CN(CC3CCCO3)C(=S)NCc3ccco3)cc2c1 (stereo unspecified) | 0.95 | 1.1 | 0.8 | . | 9 | -9 | -1 | 107 | 15 | .
CCCOc1ccc(/C(O)=C2/C(=O)C(=O)N(CCCn3ccnc3)C2c2cccs2)cc1 (stereo unspecified) | 1.3 | 1 | 0.9 | -8 | -7 | -2 | -2 | 110 | 6 | 8
Nc1cc(N)nc(SCc2ccccc2)n1 | 1.7 | 1 | 0.9 | -30 | -9 | 4 | 3 | 125 | 7 | 30
Cc1ccc(CNCC(=O)Nc2cccc(S(=O)(=O)NC3=NCCCCC3)c2)cc1 | 1.1 | 1.1 | 0.8 | 17 | 0 | -7 | 4 | 96 | 19 | -17
COC(=O)CSc1nnc(C)n1-c1ccc(C)cc1 | 1.2 | 1 | 1 | 19 | 0 | -2 | -1 | 107 | 4 | -19
O=C(Cc1ccccc1)N1CCN(S(=O)(=O)c2ccc([N+](=O)[O-])cc2)CC1 | 1.1 | 1.1 | 1 | -5 | 3 | -6 | 0 | 93 | 4 | 5
CC(=O)Nc1ccc(NC(=O)CCn2cnnn2)cc1 | 0.97 | 1 | 0.9 | -3 | 12 | -3 | 2 | 91 | 7 | 3
CCn1ncc([N+](=O)[O-])c1C(=O)Nc1ccc(C(=O)N2CCCCC2)cc1 | 1.1 | 1.1 | 1 | -11 | 9 | -8 | -11 | 102 | 1 | 11

Screening results from PubChem BioAssay.

Rows were taken by chance; overall some 5.6% were active at least once.
